# GPT2 inhibitor – Primary qHTS assay for inhibitors of Glutamate pyruvate transaminase 2 (GPT2); Potency, µM (doses to about 57.7 µM), for the others: at the highest dose activity change, negative = inhibition, most hits filed as inhibitors; Alanine aminotransferase 2 (Homo sapiens), Q8TD30; Recombinant GPT2, coupled pyruvate oxidase/HRP Amplex Red fluorescence; 0.25% of 100,000 active; note: potency is the fitted concentration of half-maximal effect; nearly all actives have a fitted effect of over 60% in size; many of its hits are not listed in these tables
#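 Inhibition is scored from Amplex Red fluorescence generated when pyruvate oxidase and HRP act on pyruvate released by GPT2. Reactions contain 10ng/uL enzyme, 250uM a-KG and 2mM L-alanine and run 30 min at room temperature.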
# FLuc inh – Firefly luciferase inhibition profiling of diverse chemical library using quantitative high-throughput screening | AID 1347043, 2019 | Potency, µM (series often up to 115 µM), for the others: at the highest dose activity change, negative = inhibition, usual class: inhibitors | Luciferin 4-monooxygenase (Photinus pyralis), P08659 | 2.5% of 76,000 active | purified P. pyralis luciferase, luminescence, biochemical; note: potency is the fitted concentration of half-maximal effect; nearly all actives have a fitted effect of over 65% in size
# Target sequence (P08659 whole entry, looked up): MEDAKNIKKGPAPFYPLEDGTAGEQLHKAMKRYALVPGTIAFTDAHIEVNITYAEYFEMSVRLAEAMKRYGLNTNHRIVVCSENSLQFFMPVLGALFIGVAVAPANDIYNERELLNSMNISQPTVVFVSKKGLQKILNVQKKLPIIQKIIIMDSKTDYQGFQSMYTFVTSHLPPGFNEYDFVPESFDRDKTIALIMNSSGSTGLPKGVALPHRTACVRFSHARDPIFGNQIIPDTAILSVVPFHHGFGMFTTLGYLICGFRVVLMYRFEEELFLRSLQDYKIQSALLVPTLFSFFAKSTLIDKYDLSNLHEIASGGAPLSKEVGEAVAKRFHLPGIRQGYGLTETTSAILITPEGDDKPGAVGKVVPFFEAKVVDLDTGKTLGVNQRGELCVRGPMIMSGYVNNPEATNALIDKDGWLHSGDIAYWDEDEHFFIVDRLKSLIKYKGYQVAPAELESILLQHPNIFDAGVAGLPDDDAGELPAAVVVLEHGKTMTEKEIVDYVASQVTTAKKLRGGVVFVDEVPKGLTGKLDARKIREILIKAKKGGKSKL
#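 Cell-free enzyme assay, 10nM P. pyralis luciferase, luciferin and ATP each at 10uM. Inhibition profiled over a 6-point titration, read as luminescence.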
# HEK cytotox – Cytotoxic Profiling in HEK 293 Cell Line of Diverse Libraries Using Quantitative High-Throughput Screening. HEK 293 viability, ATP luminescence (CellTiter-Glo), 48-72 h. Potency, µM (series often up to 115 µM), for the others: at the highest dose activity change, negative = cytotoxicity, most hits filed as inhibitors. 6.6% of 94,000 active; note: potency is the fitted concentration of half-maximal effect; nearly all actives have a fitted effect of over 60% in size
#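 HEK 293 cells seeded at 250 cells/well were exposed to compound for 48 or 72 hr at 37 degree Celsius. Viability taken as ATP content by CellTiter-Glo luminescence.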
# 3T3 cytotox – Cytotoxic Profiling in NIH 3T3 Cell Line of Diverse Libraries Using Quantitative High-Throughput Screening; NIH 3T3 viability, CellTiter-Glo ATP luminescence, 48-72 h; Potency, µM (titrated, usually from 96.7 µM), inactives show at the top dose activity change, negative = cytotoxicity, hits mostly inhibitors; 4.3% of 94,000 active; note: potency is the fitted concentration of half-maximal effect; nearly all actives have a fitted effect of over 55% in size
#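 Mouse fibroblast NIH 3T3 cells, 400 per well, received compound via pintool and were incubated for 48 or 72 hr prior to CellTiter-Glo ATP luminescence measurement.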
# SNCA expr inhib – Primary qHTS assay for inhibitors of alpha-synuclein gene (SNCA) expression. HEK-293 SNCA-luciferase knock-in, luminescence, 24 h. Potency, µM (doses to about 57.2 µM), inactives show at the highest dose activity change, negative = inhibition, hits mostly inhibitors. 0.17% of 140,000 active;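 note: potency is the fitted concentration of half-maximal effect; plate controls were DMSO cells for no effect and cell-free wells for full effect; nearly all actives have a fitted effect of over 45% in size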
# IP6K1 inh – Primary qHTS assay for small molecule inhibitors of Inositol hexaphosphate kinase 1 (IP6K1) | Inositol hexakisphosphate kinase 1 (Homo sapiens), Q92551 | IP6K1 kinase, ADP-Glo luminescence, 2 h; active compounds read low | activity change, % (series mostly up to about 58 µM) | 0.81% of 140,000 active; in the data active = activity change below about -25%
# Target sequence (Q92551 whole entry, looked up): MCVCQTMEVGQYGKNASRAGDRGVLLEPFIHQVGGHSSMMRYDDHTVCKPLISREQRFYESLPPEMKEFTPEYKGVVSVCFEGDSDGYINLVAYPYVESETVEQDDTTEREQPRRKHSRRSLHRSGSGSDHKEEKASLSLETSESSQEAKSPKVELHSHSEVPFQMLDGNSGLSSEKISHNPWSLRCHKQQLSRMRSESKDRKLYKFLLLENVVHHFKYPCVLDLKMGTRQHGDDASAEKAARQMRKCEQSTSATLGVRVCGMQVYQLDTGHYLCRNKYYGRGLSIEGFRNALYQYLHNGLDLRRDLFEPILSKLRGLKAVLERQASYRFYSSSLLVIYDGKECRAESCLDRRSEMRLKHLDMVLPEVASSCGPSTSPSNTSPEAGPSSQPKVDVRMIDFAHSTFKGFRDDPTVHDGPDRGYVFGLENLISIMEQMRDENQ
#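 ADP-Glo luminescence measures ADP made by human IP6K1 during a 2 h RT reaction with ATP/IP6 (mix at 1.3 mM/130 uM); top library doses 57.5 and 19.1 uM final.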
# SNCA viab count – GF-AFC viability counterscreen for inhibitors of alpha-synuclein gene (SNCA) expression; HEK-293-SNCA-luc viability, GF-AFC fluorescence, 24 h; Potency, µM (highest dose often 57.1 µM), without a hit: top-dose activity change, negative = cytotoxicity, hits mostly cytotoxic; 0.12% of 150,000 active; AID 1671193, 2021;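 note: potency is the fitted concentration of half-maximal effect; 0% = DMSO-treated cells and -100% = medium-only wells without cells; nearly all actives have a fitted effect of over 30% in size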
#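 HEK-293-SNCA-luc cells (1500/well) plated 24 h, then exposed 24 h to a dilution series; GF-AFC added 30 min at 37C, fluorescence 405/540 nm; normalised to medium-only and DMSO wells, Hill fit.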
# * = called active by the depositor; i = inactive; ? = inconclusive; . = not tested or not shown; [ ] = another dose, or the depositor's remark. Unless noted, calls come from the whole dose curve; as a rule, active = well fitted curve in the direction sought with a large enough effect; inconclusive = small, poorly fitted or top-dose-only effect, or another doubt; inactive = no such curve, though single readings can be large; an effect the other way counts as inactive or inconclusive. Unless noted, % is set by controls: 0 for no effect and ±100 for the full control effect.
structure	SNCA viab count	HEK cytotox	3T3 cytotox	GPT2 inhibitor	FLuc inh	IP6K1 inh	SNCA expr inhib
COCCNC(=O)[C@@H]1C[C@H](Oc2cccnc2)CN1C(=O)c1ccc(OC)c(F)c1	-2%	i	3%	i	6%	-2	-12%
O=C(c1ccoc1)N1CCC(c2noc(C3CC3)n2)C1 (centres undefined)	3%	2%	-1%	?	10%	-1	0%
CC(C)NC(=O)C1COC2(CCN(C(=O)c3ccc(F)cc3)CC2)N1C(=O)c1cccc(F)c1 (centres undefined)	5%	0%	i	i	-1%	1	2%
O=C(Cc1ccccn1)N1CCC(C(=O)N2CCC(N3CCCC3=O)CC2)CC1	33%	-15%	-29%	i	.	12	23%
CN(Cc1ccc(F)cc1)C(=O)Nc1ccc(Cl)cc1	-18%[87.6 µM]	89µM*	?	-3%[88.5 µM]	?	1	46%[activator][87.6 µM]
COc1cc(NC(=O)C2Cn3cccc3C(=O)N2)cc(OC)c1 (centres undefined)	0%	i	i	-9%	-8%	4	-1%
CC(CNC(=O)c1nnc(Cc2ccc(F)cc2)o1)c1ccccc1 (centres undefined)	-1%	.	.	.	.	8	23%
COCC[C@]1(O)CCN(C(=O)c2ccc(C#N)nc2)C[C@H]1C	-11%	2%	2%	i	2%	10	10%
Cc1ccc(CNC(=O)c2cn(C)c3ccc(S(=O)(=O)N4CCC(C)CC4)cc3c2=O)cc1	-5%	.	.	.	.	-11	34%[activator]
CCCCOc1ccc(CNC(=O)c2cnc3sc(N4CCOCC4)nn3c2=O)cc1	-10%	.	.	.	.	37	-22%
O=C(NCCCN1CCCC1=O)c1ccc(-c2ncc3cnc(-c4ccccc4)cn23)cc1	-5%	-30%	?	-20%	13%	-12	0%
CN1Cc2cccn2CC1CNC(=O)c1cnn(C)c1 (centres undefined)	-2%	-8%	-8%	i	7%	15	-12%
O=C(Cn1nc2n(c1=O)CCCCC2)Nc1cccc(Cl)c1	1%	6%	i	-8%	-6%	18	0%
Cc1nn2c(=O)cc(COC(=O)c3ccccc3NC(=O)c3ccccc3C)nc2s1	12%	.	.	.	.	-10	5%
Cc1nc2ccccc2n1Cc1cc(C(=O)N2CCCC2)no1	7%	40µM*	?	i	-26%	5	6%
c1ccc(CN2CCC(N3CC(OCC4CC4)C34CCCCC4)CC2)nc1 (centres undefined)	3%	-28%	-22%	i	-7%	-6	-2%
COc1ccc(C(=O)N2CCN3CCS(=O)(=O)N(C4CC4)C(=O)C3C2)c(OC)n1 (centres undefined)	4%	-10%	-7%	3%	.	13	8%
CCOc1ccc(NC(=O)N2CCC(c3ccc(C)cc3)C2)cc1 (centres undefined)	4%	.	.	.	.	-14	86%[activator]
CCc1noc([C@@H]2CC(F)(F)CN2C(=O)c2coc(C)n2)n1	-3%	-1%	-9%	i	-1%	-13	13%
CCCCNC(=O)c1nn(-c2ccc(C)cc2)c(=O)c2c1c1ccccc1n2C	1%	.	.	.	.	-4	10%
O=C(c1ccc(Cl)nc1)N1CCCC(C(=O)N2CCC(c3nc4ncccc4[nH]3)C2)C1 (centres undefined)	6%	3%	-8%	-1%	.	10	7%
Cc1cc2nnc(SCC(=O)Nc3ccc(F)c(Cl)c3)n2c2ccccc12	1%	.	.	.	.	19	-4%
COc1cccc(CNC(=O)C2CCN(Cc3cc4ccccc4n3Cc3ccccc3)CC2)c1OC	8%	.	.	.	.	12	-3%
CC(C)NC(=O)C1CN(c2ccccc2)C(=O)N1 (centres undefined)	0%[87.6 µM]	2%[172 µM]	-1%[138 µM]	i	-5%[172 µM]	-3	24%[87.6 µM]
COc1ccc(CC(=O)Nc2ccc([C@H]3OCC(=O)N(Cc4ccc(F)cc4)[C@@H]3CO)cc2)cc1	-1%	?	-20%	-1%	-4%	-6	-6%
CC(COc1ccccc1)N(CCCl)Cc1ccccc1 (centres undefined)	9%	.	.	-1%	.	-11	2%
CCOc1ccccc1NC(=O)c1sc(-n2nc(C)c(CCC(C)C)c2C)nc1C	?	.	.	.	.	-8	26%
COc1ccc(NC(=O)O[C@@H]2C=C[C@H](c3c(C)nn(-c4ccccc4C)c3C)C2)cc1	-5%[87.6 µM]	?	?	?	1%[172 µM]	-3	4%[87.6 µM]
Cc1noc2c(-c3cccnc3NCCN(C)C)cc(-c3ccccc3)nc12	-13%[87.6 µM]	89µM*	45µM*	-2%[88.5 µM]	1%[172 µM]	-9	2%[87.6 µM]
COc1ccc(NC(=O)C2CCc3nnc(CN[S+](C)(=O)[O-])n32)cc1 (centres undefined)	2%	1%	-12%	3%	.	-6	1%
Cn1ncc2c(C(=O)NCC3CCCCCC3)cc(-c3ccccc3F)nc21	.	32µM*	?	.	.	6	.
CCOc1ccccc1CNS(=O)(=O)c1ccc(-c2cnc(C3CC3)o2)cc1	-23%	.	.	.	.	-16	-17%
CCC(Oc1ccccc1)C(=O)Nc1nnc(S(=O)(=O)N2CCCC2)s1 (centres undefined)	-2%	.	.	.	.	14	-18%
COCC1CN(C(=O)Cn2c(=O)oc3ccccc32)CC12CCNCC2 (centres undefined)	-15%	-17%	-7%	-3%	2%	21	-20%
C=C1CCC2[C@@](C)(C=O)CCC[C@]2(C)[C@H]1CC/C(C)=C/CO (some centres undefined)	-7%	.	.	i	.	5	.
CCCN1CCN(C(=O)c2ccc3c(c2)n(Cc2ccc(F)cc2)c(=O)c2ccnn23)CC1	-30%	?	-22%	i	7%	7	22%
CC(C)CN(Cc1cnn(C)c1)C(=O)C1CCC(=O)N(CC2CCCCC2)C1 (centres undefined)	-10%	0%	?	-3%	2%	17	-2%
Cc1ncsc1CCC(=O)N(C/C=C/c1ccccc1)CC1CCCO1 (centres undefined)	-1%	?	-30%	-7%	6%	15	9%
CCSc1ncc(Cl)c(C(=O)Nc2ccc(S(=O)(=O)N3CCC(C)CC3)cc2)n1	-8%	.	.	.	.	-1	-28%
COc1ccccc1CCC(=O)N1C[C@@H](CO)[C@H](NC(C)=O)C1	2%	-11%	i	-5%	-4%	-1	-12%
Cc1ccc(C)c(NC(=O)CSc2nc3nccnc3c(=O)n2CCc2c[nH]c3ccccc23)c1	-3%	.	.	.	.	4	-8%
CCOC(=O)c1c(C)c(-c2ccccc2)n(CC(=O)Nc2cc(C)ccc2OC)c1C	18%	.	.	.	.	5	17%
CCn1cnc2cc(NCc3ccc(N(C)C)cc3)ccc21	-4%	.	.	.	.	13	127%[activator]
O=C1NC[C@@H](CCC(=O)N2CCN(c3ccccc3)CC2)N2C[C@@H](NCc3ccccn3)C[C@@H]12	0%	i	1%	-1%	5%	5	-12%
COc1ccc(CNC(=O)C2CCCN(C(=O)N3CCOc4ccccc43)C2)cc1 (centres undefined)	10%	.	.	.	.	5	12%
Cc1nc(-c2ccc(F)cc2)n(CC(=O)Nc2ccccc2)c(=O)c1CCO	-23%	45µM*	-19%	-3%	-2%	2	-1%
CCCc1cc(C(=O)NCc2c(C)ncc3c2CCNC3)n[nH]1	2%	-3%	-8%	-23%	11%	-9	4%
Cc1cccc(-c2noc(-c3cc(C(C)C)[nH]n3)n2)c1	-27%	.	.	.	.	23	-9%
Cn1cc(CN2CCN(C(c3ccccc3)c3ccccc3)CC2)cc1C#N	-15%	?	?	0%[11.5 µM]	-1%	3	6%
CN(C)C(=O)C1CN(C(=O)c2ccc(Br)o2)CC12CCOCC2 (centres undefined)	3%	-22%	-9%	-6%	-1%	29	3%
O=C(Nc1ccc2nn(-c3ccc(F)cc3)nc2c1)c1cccc2c(Cl)cccc12	0%	.	.	.	.	-28*	47%[activator]
Cc1ccc(-c2cnc([C@@H]3COCCN3Cc3cnc[nH]3)[nH]2)cc1	-6%[87.6 µM]	-27%[172 µM]	?	-12%[88.5 µM]	-10%[172 µM]	6	13%[87.6 µM]
Cc1nn(C(C)C(=O)N2CCN(c3ccc(Cl)cc3)CC2)c(=O)c2cc3occc3n12 (centres undefined)	-10%	.	.	.	.	-21	?
Cc1cc2[nH]cnc2c(NC(=O)CCc2cc3n(n2)CCNC3)c1C	5%	5%	i	1%	-2%	21	-15%
O=C(C1CCCN1C(=O)C1CC1)N1CCC(c2nc3ccncc3[nH]2)CC1 (centres undefined)	-3%	4%	-11%	i	.	-11	10%
CC(C)n1cnnc1CC1CCN(C(=O)c2nn(C)c3ccccc23)C1 (centres undefined)	4%	2%	-6%	i	-21%	15	20%
Cc1cccc(NC(=O)C2CCN(C(=O)c3nnn4cc(C)[nH]c(=O)c34)CC2)c1	-29%	6%	i	-2%	-12%	-4	?
COc1ccc(NC(=O)NCCc2noc(C3CC3)n2)c(C)c1	7%	12%	i	i	1%	26	5%
CCC(=O)N1CCc2cc(S(=O)(=O)NC(C(=O)Nc3cc(OC)cc(OC)c3)C(C)C)ccc21 (centres undefined)	9%	.	.	.	.	24	17%

# An excerpt from above, showing only FLuc inh, GPT2 inhibitor and HEK cytotox.
Molecule	FLuc inh	GPT2 inhibitor	HEK cytotox
C=C1CCC2[C@@](C)(C=O)CCC[C@]2(C)[C@H]1CC/C(C)=C/CO (some centres undefined)	.	i	.
CCCN1CCN(C(=O)c2ccc3c(c2)n(Cc2ccc(F)cc2)c(=O)c2ccnn23)CC1	7%	i	?
CC(C)CN(Cc1cnn(C)c1)C(=O)C1CCC(=O)N(CC2CCCCC2)C1 (centres undefined)	2%	-3%	0%
Cc1ncsc1CCC(=O)N(C/C=C/c1ccccc1)CC1CCCO1 (centres undefined)	6%	-7%	?

# One compound at a time (already shown). Order of values: SNCA viab count	HEK cytotox	3T3 cytotox	GPT2 inhibitor	FLuc inh	IP6K1 inh	SNCA expr inhib
# CCOc1ccccc1CNS(=O)(=O)c1ccc(-c2cnc(C3CC3)o2)cc1 as listed: -23%	.	.	.	.	-16	-17%
# Cc1cc2[nH]cnc2c(NC(=O)CCc2cc3n(n2)CCNC3)c1C as listed: 5%	5%	i	1%	-2%	21	-15%
# COc1ccc(CNC(=O)C2CCCN(C(=O)N3CCOc4ccccc43)C2)cc1 (centres undefined) as listed: 10%	.	.	.	.	5	12%

# Screens from PubChem.
